12-LOX inh: ALOX12 (human) lipoxygenase inhibition; Potency, µM (doses to about 108 µM), inactives show at the top dose activity change, negative = inhibition, hits mostly inhibitors; 1.1% of 580,000 active; purified 12hLO, xylenol orange hydroperoxide absorbance; AID 1671190; active means well fitted inhibition curve with a large enough effect; inconclusive means small, poorly fitted or top-dose-only effect, or another doubt; inactive means no such curve, though single readings can be large or run the other way
Target sequence (P18054 whole entry, looked up): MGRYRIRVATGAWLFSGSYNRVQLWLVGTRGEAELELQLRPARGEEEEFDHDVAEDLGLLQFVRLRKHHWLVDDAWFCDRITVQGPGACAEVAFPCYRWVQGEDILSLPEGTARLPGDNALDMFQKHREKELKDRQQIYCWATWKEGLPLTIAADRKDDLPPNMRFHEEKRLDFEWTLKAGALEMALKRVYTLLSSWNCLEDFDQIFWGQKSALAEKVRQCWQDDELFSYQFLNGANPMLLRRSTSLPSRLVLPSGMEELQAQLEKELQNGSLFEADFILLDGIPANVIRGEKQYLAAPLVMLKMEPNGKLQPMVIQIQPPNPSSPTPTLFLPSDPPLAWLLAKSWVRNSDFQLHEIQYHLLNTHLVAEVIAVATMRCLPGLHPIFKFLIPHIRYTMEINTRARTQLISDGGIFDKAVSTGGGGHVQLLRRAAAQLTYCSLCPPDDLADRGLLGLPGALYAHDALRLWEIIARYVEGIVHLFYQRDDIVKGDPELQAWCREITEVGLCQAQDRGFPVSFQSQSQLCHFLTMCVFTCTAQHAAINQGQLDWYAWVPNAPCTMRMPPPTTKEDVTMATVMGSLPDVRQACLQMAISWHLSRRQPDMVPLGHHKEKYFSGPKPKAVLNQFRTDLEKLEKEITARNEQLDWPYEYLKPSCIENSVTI
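Hydroperoxide product was detected by ferrous iron/xylenol orange as the 573 to 405 nm absorbance ratio. Arachidonic acid at 40 uM (final) was turned over for 30 min at room temperature by 150 nM human 12hLO, pH 7.0 Hepes buffer, after 15 min compound preincubation.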
Active calls of the source: *; u = inconclusive; [ ] = remark or other dose. On the % scale 0 is the no-effect control and ±100 the full control effect; potency means the concentration at half of the fitted maximal effect. This is a subset, so the mix of outcomes need not match the whole.

smiles | 12-LOX inh
CC(C)C(=O)N(Cc1ccccn1)C1CC1 | 2.6%
CCOc1cccc(CN2CCOc3ccc(C(=O)NCc4ccccc4F)cc3C2)c1 | 7.6%
Cn1ccnc1C(=O)c1cccc(NC(=O)C(=O)N[C@H](CO)Cc2ccccc2)c1 | 1.1%
COc1ccc(CCC(=O)N[C@@H]2CN(c3ccncn3)C[C@H]2CO)cc1 | 23.9%
COc1ccc(-c2noc(CC3CCN(C(=O)c4cc(Cl)ccc4F)CC3)n2)cc1 | 15.4%
COCc1nc(C2CCN(C(=O)c3n[nH]c4ccccc34)C2)no1 (stereo not drawn) | 11.2%
COc1ccccc1CN1CC[C@@H](CO)N(C)c2nc(C)ccc2C1 | 86.2%[activator][176 µM]
O=C(NC[C@H]1O[C@H](Cc2cc(-c3ccccc3)on2)CC[C@@H]1O)C1CCC1 | 26.3%[176 µM]
CCC1CN(CC(=O)NC(C)c2c(C)nn(C)c2C)Cc2cc(OC)ccc2O1 (stereo not drawn) | 3.8%
Cc1c(-c2ccccc2)oc2c(C(=O)OCC(=O)Nc3cc(Cl)ccc3F)cccc2c1=O | -13.1%
O=C1c2cc(N3CCOCC3)nc(-c3ccc(F)cc3)c2CN1Cc1ccccc1 | 3.0%[176 µM]
COc1ccc(-c2cc(N3CCCN(C(=O)c4ccc(OC)c(F)c4)CC3)n[nH]2)cc1 | 35.3%[activator]
Cc1ccc(S(=O)(=O)NC(=O)ON=Cc2ccc3c(c2)OCO3)cc1 | -49.2%
COc1cc(OCc2ccccc2)ccc1CN1CC[C@@]2(O)CCNC[C@H]2C1 | 39.5%[activator]
Cc1ccc(Nc2cc(C(=O)NC3CCC(C)CC3)c3ccccc3n2)cc1C (stereo not drawn) | 1.7%
COc1ccc(-n2nc(C3CCN(C(=O)c4ccccc4F)CC3)[nH]c2=O)cc1 | 38.6%[activator]
F[C@@H]1CN(C2CCOCC2)C[C@@H]1OCc1nc2ccccc2o1 | -4.1%[176 µM]
CCOc1ccc2c(=O)c(Oc3ccccc3Br)c(C)oc2c1 | -1.3%
COc1ccc(C(CC(=O)N(C)Cc2ccccn2)c2ccccc2)cc1 (stereo not drawn) | 17.9%
CC1CC(C)CN(C(=O)c2ccc3c(c2)N(Cc2ccccc2)C(=O)CS3=O)C1 (stereo not drawn) | -31.0%
CC(C)(N)C(=O)N1CCCC(N2CCN(c3ccc(F)cc3)CC2)C1 (stereo not drawn) | u
Cc1ccc(CN[C@@H]2CO[C@H](CNC(=O)c3ccc(F)cc3)[C@H]2O)cc1 | -21.7%[176 µM]
COc1cccc(N2C(=O)NC(=NC3CCCCC3)C23CCN(CC2CCCCC2)CC3)c1 | 7.9%[6.33 µM]
Cc1cc(C)c(NS(=O)(=O)c2ccc(N3C(=O)CCS3(=O)=O)cc2C)c(Cl)c1 | 3.1%
COC(=O)c1cc(C)nc2c1c(=O)n(Cc1cccc(Cl)c1)c(=O)n2-c1ccccc1 | -23.8%
Cn1c(=O)c2c(ncn2CCNC2=NCCCC2)n(C)c1=O | -41.6%
O=C(NCCc1ccccc1)N1CCCC(c2nc(CCOc3ccc(F)cc3)no2)C1 (stereo not drawn) | 15.5%
COc1ccccc1C(=O)N1CCC2(CC1)NC(=O)N(c1cccc(F)c1)N2 | 2.51µM*
Cc1ccc(S(=O)(=O)N2CCCc3ccccc32)c(C)c1 | -5.3%
CCOCCn1c(=O)c2c(nc(-n3nc(C)c(C)c3C)n2CC)n(C)c1=O | u

Looked up one by one from above:
smiles | 12-LOX inh
COc1ccccc1C(=O)N1CCC2(CC1)NC(=O)N(c1cccc(F)c1)N2 | 2.51µM*
COc1ccc(CCC(=O)N[C@@H]2CN(c3ccncn3)C[C@H]2CO)cc1 | 23.9%

New compounds follow
smiles | 12-LOX inh
CC(C)Oc1ccc2c(NC(=O)c3ccn(C)n3)nn(CC(F)(F)F)c2c1 | 21.5%
COc1cc(C(=O)Nc2sc3ccccc3c(=O)c2-c2ccccc2)cc(OC)c1OC | -12.0%
CCCC(=O)N1Cc2ccccc2CC2(CCCN2Cc2ccc(OC)cc2)C1 (stereo not drawn) | 4.3%[6.33 µM]
Cc1ccc(CNC(=O)N2CCCCCNC(=O)[C@@H]3CCC[C@@H]32)cc1 | 44.1%[activator]
CC1(CNCc2ccccc2)COc2ccc(C(=O)Nc3cccc(Cl)c3)cc2N1 (stereo not drawn) | -19.0%[176 µM]
CCCc1nc(SC)ncc1C(=O)Nc1ccccc1F | -21.3%
COc1ccc(-c2ccc3c(n2)CCCN3S(=O)(=O)c2cccs2)cc1 | 1.0%
C=CCOc1ccc(C(=O)Nc2cc(C)ccc2C)cc1 | -24.9%
COc1ccc(C(=O)NCc2nc(-c3ccccc3NC(=O)c3cc(C)oc3C)oc2C)cc1F | 8.4%
CCc1noc(-c2cn(C3CCN(C(=O)c4ccc(OC)cc4OC)CC3)nn2)n1 | 9.4%
CC(=O)C1=C(C)N(Cc2ccc(F)cc2)C(=S)NC1c1cccc(Cl)c1 (stereo not drawn) | 44.7µM*
Cc1ccc(S(=O)(=O)N(Cc2nc3nc(C)cc(C)n3n2)c2ccccc2)cc1 | -15.3%
CS(=O)(=O)N1CCCNCCNC(=O)CC1c1ccccc1 (stereo not drawn) | 28.8%
Cc1ccccc1NC(=O)c1cc(C2CC2)nc2ccccc12 | u
COC1CN(c2cccc(F)c2)C12CCN(C(=O)COc1ccccc1)CC2 (stereo not drawn) | 25.9%
COc1cc2c(cc1OC)C1=CC3(C(=O)Nc4cc5c(cc43)OCCO5)C(C#N)=C(N)N1CC2 (stereo not drawn) | u
Cc1ccc(C(=O)N2CCCCCCNC(=O)[C@@H]3C[C@@H](c4nc(-c5cccnc5)no4)C[C@@H]32)s1 | 33.4%[activator]
COCCNC(=O)[C@H]1C[C@H](Oc2ccccc2)CN1C(=O)Nc1ccc2c(c1)OCCO2 | 11.8%
Cn1c(SCC(=O)NC(C)(C)C)nnc1-c1cc2c(s1)CCC(C(C)(C)C)C2 (stereo not drawn) | 0.1%
Cc1ccccc1C1CC(=O)NC2=C1C(=O)CC(C)(C)C2 (stereo not drawn) | -4.2%
COc1ccc(-c2cc(N3CCCC(NC(=O)c4ccccc4)C3)n[nH]2)cc1 (stereo not drawn) | 55.8%[activator]
CN(C)c1cccc(C(=O)N2CCC(n3cc(-c4nc(-c5ccccc5)no4)nn3)C2)c1 (stereo not drawn) | 12.5%
O=C(c1nccs1)c1cccnc1N1CCNCC(O)C1 (stereo not drawn) | 73.8%
O=C(c1ccncc1)N1CC[C@H](c2nnc(-c3ccccc3)o2)C1 | 30.6%[176 µM]
COCCOC1CCN(S(=O)(=O)c2ccccc2C)CC1 | 42.5%[activator]
Cc1ccc(-n2c(C3CCN(C(=O)c4ccccc4OC(F)(F)F)CC3)n[nH]c2=O)cc1 | -10.0%
COc1cc(C)c2c(c1C)C[C@H]([C@H](C)C(=O)NC1CCCC1)CC2 | -0.9%[176 µM]
O=C(NCCN1Cc2ccccc2OC(c2ccccc2F)C1)c1ccco1 (stereo not drawn) | 2.2%
O=S(=O)(c1ccccc1Br)N1CCCC1c1nnc2ccccn12 (stereo not drawn) | 4.0%
Cc1ccc(C(=O)NCCn2c(C)cc3ccccc32)cc1[N+](=O)[O-] | -4.2%
CCOc1ccccc1CNC(=O)c1ccc2c(c1)N(S(C)(=O)=O)CC2 | -11.0%
CCOc1ccccc1C(C(=O)O)N1CCN(Cc2csc(C)n2)CC1 (stereo not drawn) | 60.9%[activator]
COc1ccc(Cc2nnc(SCC(=O)Nc3ccc(F)cc3)n2C)cc1 | 1.7%
Cc1ccc(C(=O)NC(C)C2CCCO2)cc1 (stereo not drawn) | -2.3%
C[C@H](O)[C@@H]1CN2CCc3ccc(N4CCOCC4)cc3[C@@H]2C[C@@H]1N(C)C(=S)NCCc1ccccc1 | 22.7%
OC(CC#CN1CCCCC1)(c1ccccc1)C1CCCC1 (stereo not drawn) | 3.3%
CN1CCCN(C(=O)NCCc2ccccc2)c2ccccc21 | 54.0%[activator]
c1cc(CNCC2CCCO2)cs1 (stereo not drawn) | -7.8%
Cc1ccsc1CN1CCCC12Cc1ccccc1CNC2=O (stereo not drawn) | 6.4%[6.33 µM]
COc1cc(NC(=C(C#N)C#N)C(F)(F)C(F)(F)F)cc(OC)c1 | u
COc1ccccc1CCC(=O)NC(C)C(=O)N1CCN(c2ccccn2)CC1 (stereo not drawn) | 23.1%
CCn1nc(C(=O)Nc2nccs2)c2ccccc2c1=O | u
COCCN1CCC2(CCC1=O)CCN(S(=O)(=O)c1cc(C)ccc1C)CC2 | 24.2%
Cc1ccccc1-c1cnc2[nH]cc(CC(=O)NCc3ccco3)c2c1 | 1.6%[176 µM]
FC1(F)CN[C@H](c2nc(-c3ccncc3)no2)C1 | 6.9%
COc1ccc(CNc2nc(-c3ccoc3)nc3ccccc23)c(OC)c1 | u
Cc1cccc(OCC(=O)N(C)C2CCc3nn(CC4CC4)c(=O)n3CC2)c1 (stereo not drawn) | 58.8%[activator]
O=C(C1=C(O)C(=O)N(CCc2ccccc2)C1c1ccco1)c1ccco1 (stereo not drawn) | u
O=C(Cc1ccsc1)N1CC(c2noc(COc3ccccc3)n2)C1 | 39.3%[activator]
CC(C)Nc1nnc(SCc2nc(-c3ccccc3Cl)no2)s1 | 3.8%
CCC(=O)N1CCCCCCNC(=O)CC1c1ccccc1 (stereo not drawn) | 30.9%[activator]
CC(C)C(=O)Nc1ccc(C2(C(=O)NCCN3CCCCC3)CCCCC2)cc1 | 34.2%[activator]
Cc1nc(C2CCN(C(=O)[C@H]3CNC[C@@H](C(=O)N4CCOCC4)C3)CC2)n[nH]1 | 8.5%
CN1[C@@H](CCC(=O)Nc2ccccc2)CNC(=O)[C@@H]2[C@H]1CCN2Cc1ccc(C(F)(F)F)cc1 | 29.7%
COc1cc(CN(CCN(C)C)Cc2ccccc2)cc(OC)c1OC | u
CCC(C)NC(=O)C1CCN(C(=O)C(C)(C)C)CC1 (stereo not drawn) | 2.3%
COc1cccc([C@H]2CN(C(=O)c3c(C)nn4c(C)cc(C)nc34)C[C@@H]2N)c1 | 10.5%
COc1ccccc1CC(=O)NCC(=O)N1CCN(c2ccccn2)CC1 | 28.3%
Cc1cccc(NC(=O)c2cc3n(n2)CC(c2ccc4c(c2)OCO4)OC3)c1 (stereo not drawn) | 5.2%
CCCC12CN3CC(C)(CN(C1)C3c1cc(Br)ccc1OC)C2=O (stereo not drawn) | 29.0%

6 compounds out of the list above, ordered by the number in 12-LOX inh, low to high:
structure	12-LOX inh
CCOc1ccccc1CNC(=O)c1ccc2c(c1)N(S(C)(=O)=O)CC2	-11.0%
COc1ccc(Cc2nnc(SCC(=O)Nc3ccc(F)cc3)n2C)cc1	1.7%
CCC(C)NC(=O)C1CCN(C(=O)C(C)(C)C)CC1 (stereo not drawn)	2.3%
OC(CC#CN1CCCCC1)(c1ccccc1)C1CCCC1 (stereo not drawn)	3.3%
Cc1cccc(NC(=O)c2cc3n(n2)CC(c2ccc4c(c2)OCO4)OC3)c1 (stereo not drawn)	5.2%
FC1(F)CN[C@H](c2nc(-c3ccncc3)no2)C1	6.9%

More records
smiles | 12-LOX inh
S=c1[nH]c(-c2cccc(Cl)c2)cs1 | 8.91µM*
NC1CCc2nn(CC(=O)NCCc3nc4ccccc4[nH]3)c(=O)n2CC1 (stereo not drawn) | 32.4%[activator]
CN(CC1CCOC1)S(=O)(=O)c1ccc(Cl)cc1 (stereo not drawn) | 28.7%
CCn1cc(C(=O)N2CCC3(CC2)CN(c2ccncn2)CC3CO)cn1 (stereo not drawn) | 20.9%
CC(=O)Nc1ccc(NC(=O)COc2cccc(F)c2)c(C(F)(F)F)c1 | u
CC(Sc1ncc(C(F)(F)F)cc1Cl)C(=O)NC(C)c1ccc(F)cc1 (stereo not drawn) | 39.1%[activator]
CC(c1nnc(-c2cccc(Cl)c2)o1)N1CCN(c2cnn(-c3ccccc3)c(=O)c2Cl)CC1 (stereo not drawn) | u
O=C(Cn1nc(-c2ccccc2)c2ccccc2c1=O)Nc1cccc(C(F)(F)F)c1 | 34.7%
Cc1ccc(S(=O)(=O)NCC(c2cccnc2)S(=O)(=O)c2ccccc2)cc1 (stereo not drawn) | u
O=C(Nc1ccc(F)cc1)C1CCCN(S(=O)(=O)c2ccc(N3CCCC3=O)cc2)C1 (stereo not drawn) | 8.7%
CC1CCN(CC(C)OC(=O)c2cccs2)CC1 (stereo not drawn) | u
COC(=O)C1=C(C)N(c2cc(C)ccc2C)C(=S)NC1c1ccsc1 (stereo not drawn) | u
COc1ccc(OC)c(CN2CCCC(c3nc(C)ncc3-c3ccc(F)cc3)C2)c1 (stereo not drawn) | u
O=C(CN1CCCC1c1ccc(F)cc1)Nc1ccc(F)c(F)c1 (stereo not drawn) | -12.5%
O=C(OCc1nc2ccccc2o1)c1cccc(F)c1 | u
O=C(O)CCOc1ccc(Br)cc1 | 13.0%
CCOc1cc(C(=O)Oc2ccc(C#N)cc2OC)cc(OCC)c1OCC | u
CN(Cc1ccccc1)C(=O)[C@H]1O[C@H](CCN2CCN(Cc3ccccc3)CC2)CC[C@@H]1O | 70.0%[activator]
O=C1NCCCCCCN(S(=O)(=O)c2ccc3c(c2)CCC3)[C@H]2CCC[C@@H]12 | -9.6%
COc1cc(C)c(CN2CCC3(CCC(CNC(=O)c4ccnn4C)O3)CC2)cc1C (stereo not drawn) | 12.7%
O=C(NCCCc1ccccc1)C(=O)NCc1n[nH]c(=O)c2ccccc12 | -2.5%
O=C(C1CCCC1)N1CCCC(c2noc(COc3ccccc3F)n2)C1 (stereo not drawn) | 8.2%

Source: PubChem (National Center for Advancing Translational Sciences (NCATS))
